Screens deposited in PubChem by National Center for Advancing Translational Sciences (NCATS).
Lipid storage S3 – qHTS Assay for Lipid Storage Modulators in Drosophila S3 Cells; Drosophila S3 cells, BODIPY lipid droplet fluorescence, 18-24 h; cells fed with added oleic acid; lipid storage change, negative = inhibition, % at the top dose, mostly 46.1 µM; hits show Potency in µM; 320,000 compounds, 0.64% hits; AID 2685; active = well fitted inhibition curve with a large enough effect in the signal ratio, with a control signal flat, not every such curve was filed as active; inconclusive = small, poorly fitted or top-dose-only effect, or effect the other way, or a change in a side signal; the % refers to the signal ratio
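Drosophila S3 cells loaded with oleic acid (400 uM, as added) and compounds at several concentrations; lipid droplets imaged by 488-nm laser-scanning cytometry, 500–530 nm intensity and object ratio to cell channel. Percent activity normalized to 20 uM Triacsin C.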
Lipid storage S3 cell count max – also measured in Lipid storage S3; calls as there; cell number change, %; measured here: cell count max response;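 cells counted by Cell Tracker Red CMTPX staining in the red channel; peak over a dose series mostly up to 46.1 µM; percent activity relative to internal control wells on each plate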
Active calls of the source: *; i = inactive; ? = inconclusive; · = not tested or not shown. % is scaled to controls: 0 for no effect and ±100 for the full control effect; potency is read from the fitted curve at half-maximal effect.

SMILES	Lipid storage S3	Lipid storage S3 cell count max
O=C(CCC1CCCCC1)NCCN1C2=NC[C@H](Cc3ccc(O)cc3)N2C[C@H]1Cc1ccc(O)cc1	0%	1
Cc1ccc(NC(=O)CN2C(=O)N/C(=C/c3ccc(C)o3)C2=O)cc1	?	·
COc1cc(OC)c(NS(=O)(=O)c2ccc3c(c2)NC(=O)CO3)cc1Cl	i	-14
Cc1ccc(S(=O)(=O)NCCC(=O)NCC(c2cccs2)N(C)C)cc1C (configuration not stated)	-2%	0
CS(=O)(=O)NCc1ccccc1Br	?	·
Cc1ccc(C2=NC(C)(C)N=C2SCC(=O)Nc2ccc(Cl)cc2)cc1	?	·
Cc1cnc(CNC(=O)CC2C(=O)NCCN2Cc2ccccc2C(F)(F)F)cn1 (configuration not stated)	?	·
CC(C)(C)C(=O)N1N=C(c2ccc(NS(C)(=O)=O)cc2)CC1c1cccs1 (configuration not stated)	7%	-13
CCn1ncc(/C=N\NC(=O)Cc2ccc([N+](=O)[O-])cc2)c1C	11%	-5
O=C(NCc1ccco1)c1ccc2c(c1)OCCO2	-12%	3
CCOC(=O)c1c(CN2CCN(C)CC2)oc2ccc(O)cc12	?	·
COc1cccc(CNc2ccc3[nH]c(=O)[nH]c3c2)c1OCc1ccc(F)cc1	-2%	2
Oc1c(Br)cc(Br)cc1CNc1cnc2ccccc2c1	?	·
COc1ccccc1NC(=O)NCCN1C(=O)C2C3C=CC(C3)C2C1=O (configuration not stated)	0%	-4
Brc1ccccc1OCCNCc1ccccc1	7%	17

Filtered by structure, those above with bromine (three)
SMILES	Lipid storage S3	Lipid storage S3 cell count max
CS(=O)(=O)NCc1ccccc1Br	?	·
Oc1c(Br)cc(Br)cc1CNc1cnc2ccccc2c1	?	·
Brc1ccccc1OCCNCc1ccccc1	7%	17

As a short view, part of the list above.
SMILES	Lipid storage S3	Lipid storage S3 cell count max
CCn1ncc(/C=N\NC(=O)Cc2ccc([N+](=O)[O-])cc2)c1C	11%	-5
O=C(NCc1ccco1)c1ccc2c(c1)OCCO2	-12%	3
CCOC(=O)c1c(CN2CCN(C)CC2)oc2ccc(O)cc12	?	·
COc1cccc(CNc2ccc3[nH]c(=O)[nH]c3c2)c1OCc1ccc(F)cc1	-2%	2
Oc1c(Br)cc(Br)cc1CNc1cnc2ccccc2c1	?	·
COc1ccccc1NC(=O)NCCN1C(=O)C2C3C=CC(C3)C2C1=O (configuration not stated)	0%	-4
Brc1ccccc1OCCNCc1ccccc1	7%	17

(cont.)
SMILES	Lipid storage S3	Lipid storage S3 cell count max
O=C(NCCc1ccccc1)c1cnc2ccccc2n1	?	·
Cc1ccc(C)c(OCc2cc(C(=O)NC3CCN(Cc4ccccc4)CC3)no2)c1	?	·
COc1ccccc1CCNC(=O)c1ccc(Br)s1	?	·
O=c1c(-c2ccc(Cl)cc2)cnc2n1CCS2	?	·
O=C1C2CC=CCC2C(=O)N1c1ccc(NCCc2ccccc2)c([N+](=O)[O-])c1 (configuration not stated)	?	·
CN(Cc1nc2ccccc2n1C)c1ccccc1	-21%	-3
COc1cccc(N2CCN(Cc3ncc(-c4ccccc4)o3)CC2)c1	?	·
CCOc1ccc(C(=O)NCCCN2CCCC2=O)cc1	?	·
COc1ccc(C(=O)C2CCCN(C(=O)c3cc(C4CC4)[nH]n3)C2)c(C)c1 (configuration not stated)	?	·
CCS(=O)(=O)N1CCC(C(=O)NCCN2CCOCC2)CC1	?	·
COc1cc(NC(=O)CSc2nc(C)cc(C)n2)cc(OC)c1OC	?	·
CN(Cc1ccc(-n2cccn2)cc1)Cc1cn(C)nc1-c1ccccc1F	10%	1
COC(=O)c1sc2nc3c(cc2c1N)COC(C)(C)C3	i	·
COC(=O)C1(Cc2cc(-c3ccccc3)no2)CCN(C(=O)OC(C)(C)C)CC1	?	·
CCOC(=O)C1CCN(C(=O)c2ccc(N3CCOCC3)c([N+](=O)[O-])c2)CC1	2%	1
CC(C)(C)NCc1cc(Cl)ccc1OCc1cccs1	2%	1
O=c1nc(N/N=C/C=C/c2ccccc2)cn[nH]1	?	·
COc1cc(S(=O)(=O)N2CCCCCC2)c(OC)cc1Br	?	·
O=C(CCNS(=O)(=O)c1cccc2nsnc12)NCc1ccccc1Cl	0%	-5
CC(C(=O)Nc1ccc(S(=O)(=O)N2CCOCC2)cc1)N1C(=O)C2CC=CCC2C1=O (configuration not stated)	-9%	-8
Cc1ccc(C2=N/C(=C\c3ccc(OS(=O)(=O)c4ccc(C)cc4)cc3)C(=O)O2)cc1	?	·
O=C(NCc1n[nH]c(=S)n1-c1ccc(F)cc1)c1ccco1	?	·
Cn1c(=O)c2c(nc(N/N=C/c3ccco3)n2C)n(C)c1=O	?	·
Cc1ccc(N2C(=O)C3CCCN3C2=S)cc1 (configuration not stated)	?	·
COc1cccc(C(=O)N(Cc2nc(-c3ccc(C)cc3)no2)C(C)C)c1	?	·
CC(=O)NC(=O)c1cnn(-c2ccccc2)c1N	?	·
O=C(N/N=C/c1ccccn1)c1cccc([N+](=O)[O-])c1	?	·
O=C(CCCN1C(=O)/C(=C/c2ccccc2)SC1=S)NCCCn1ccnc1	?	·
Fc1ccc(-c2c[nH]c(=S)n2Cc2ccccc2)cc1	?	·
CC1(C)Cc2c(c(N3CCOCC3)nc3sc(C(=O)Nc4cccc(Cl)c4)c(N)c23)CO1	?	·

Retrieved by structure from the entries so far, 4 records:
SMILES	Lipid storage S3	Lipid storage S3 cell count max
O=c1nc(N/N=C/C=C/c2ccccc2)cn[nH]1	?	·
CC(=O)NC(=O)c1cnn(-c2ccccc2)c1N	?	·
Cc1ccc(N2C(=O)C3CCCN3C2=S)cc1 (configuration not stated)	?	·
Cn1c(=O)c2c(nc(N/N=C/c3ccco3)n2C)n(C)c1=O	?	·

Other structures.
SMILES	Lipid storage S3	Lipid storage S3 cell count max
CCOC(=O)N1CCN(S(=O)(=O)c2cc(Br)cnc2N)CC1	?	·
CC(=O)Nc1ccc(S(=O)(=O)Nc2c(NC3CCCCC3)c3ccccc3oc2=O)cc1	i	-18
COc1ccc(C(=O)COC(=O)c2cncc(Br)c2)cc1	10%	-2
CCc1ccc(-c2nc(CN3CCC(C(=O)NCc4ccccc4OC)CC3)c(C)o2)cc1	?	·
COC(C[C@@H](O)[C@H](C)[C@H](O)COCc1ccccc1)OC	-6%	18
CC(=O)c1sc(NC(=O)c2cnc(Cl)c(Cl)c2)nc1C	i	13
COc1cccc(CNC(=O)CSc2cc(=O)n(C)c3ccccc23)c1	-2%	-2
Cc1cc(C(=O)Nc2ccc(S(=O)(=O)Nc3nccs3)cc2)c(C)o1	?	·
O=C(OCC(=O)N1CCOCC1)c1cnc(Cl)c(Cl)c1	1%	-9
O=[n+]1c2c(n([O-])c3ccccc31)CCC2	?	·
CC(NC(=O)c1ccc2nc[nH]c2c1)c1ccccc1 (configuration not stated)	-10%	-5
COc1cc(OC)c(NC(=O)CCCn2c(=O)oc3ccccc32)cc1Cl	-6%	0
COc1ccc(CC(=O)NNC(=S)NC(=O)c2cccnc2)cc1	-6%	21
CC1Cc2cc(/C(O)=C3\C(=O)C(=O)N(CCN(C)C)C3c3ccccc3F)ccc2O1 (configuration not stated)	?	·
N#CCCNc1ccc(OCCC#N)cc1	?	·
Cc1ccc(-n2c(CSc3nc(C)cc(C)n3)nnc2SCC(=O)N2CCCC2)cc1	3%	0
Cc1ccc(-n2nnnc2SCC(=O)N2CCc3ccccc3C2)cc1	0%	13
NS(=O)(=O)c1ccc(NC(=S)NCc2cccc(Cl)c2)cc1	-1%	-14
C#CCOCCOCCOCCNc1nc(N2CCN(C(=O)[C@H](CCC(=O)O)n3cc(C(N)CO)nn3)CC2)nc(N2CCN(C(=O)[C@H](CCC(=O)O)n3cc(C(N)CO)nn3)CC2)n1 (some centres not stated)	-14%	0
CN(c1ccccc1)S(=O)(=O)c1ccc(NC(=O)c2nc(S(C)(=O)=O)ncc2Cl)cc1	?	·
CCc1nc(CN2CCN(c3cc(C(F)(F)F)ccn3)CC2)c(C)[nH]1	-4%	7
Cc1c(N=C2NC(=O)C(CC(=O)Nc3ccccc3)S2)c(=O)n(-c2ccccc2)n1C (configuration not stated)	-46%	0
COc1cc(OC)cc(C(=O)NC2CC3CCC(C2)N3C)c1 (configuration not stated)	?	·
O=c1c2[nH]c3ccccc3c2nc2n1CCS2	9%	8
COc1ccccc1C1=NNC(=Nc2cccc(S(=O)(=O)N(C)C)c2)SC1	?	·
O=C(Nc1ccc(OCc2ccccc2Cl)cc1)c1cccnc1	?	·
COc1cccc(NC(=O)COC(=O)C2CCN(S(=O)(=O)c3cccs3)CC2)c1	?	·
Cc1cc(C)c(S(=O)(=O)N2CCCOC2CNC(=O)C(=O)NCc2ccco2)c(C)c1 (configuration not stated)	?	·
c1ccc(CN2CN=C(Nc3nc4ccccc4s3)NC2)cc1	?	·
CCOC(=O)c1ccc(S(=O)(=O)NC2CCCCCCC2)n1C	?	·
O=C1c2cccnc2C(=O)N1Cc1ccc(S(=O)(=O)N2CCN(c3ccccc3)CC2)cc1	i	-7
CCn1nc(C)c(Br)c1C(=O)Sc1ccccc1Cl	?	·
CCC1=C/C(=C/c2sc3ccccc3[n+]2CC)CC(C)(C)C1	0%	3
COCCN(C(=O)/C=C/c1ccccc1)c1c(N)n(Cc2ccccc2)c(=O)[nH]c1=O	?	·
CSC1CCCCC1(O)CSc1nc2c(cc1C#N)CCCC2 (configuration not stated)	?	·
CC(=O)C1=C(O)C(=O)N(c2cccc(Br)c2)C1c1ccccc1Cl (configuration not stated)	?	·
COc1ccc(C(CNc2ccc(S(C)(=O)=O)cc2[N+](=O)[O-])N(C)C)cc1OC (configuration not stated)	1%	3
Cc1ccccc1CC(=O)NC1CCN(C)CC1	i	5
Cc1cccc(C)c1NC(=O)Cn1c(=O)c2cccn2c2ccccc21	?	·
COc1ccc(C(=O)NCc2nnc(SCC(=O)Nc3cc(OC)ccc3OC)o2)cc1	13%	1
CCCC(=O)NC(=S)N1CCN(c2ccc([N+](=O)[O-])cc2)CC1	?	·
CCCn1c(NCc2cccc(OC)c2OC)nc2ccccc21	?	·
COc1ccc(CNC(=O)C2CC(c3ccc(C(F)(F)F)cc3)=NO2)cc1 (configuration not stated)	13%	17
O=C1c2nccnc2C(=O)N1c1ccc(F)cc1	15%	29
COC(=O)c1ccc(OC(=O)CCc2cc(OC)c(OC)c(OC)c2)cc1	10%	-5
CC12COC3(C(=O)Nc4nccs4)CC1CCC32C (configuration not stated)	-1%	21
O=C(NCC(c1ccco1)N1CCCC1)c1ccc(Cl)c(S(=O)(=O)N2CCc3ccccc32)c1 (configuration not stated)	?	·
CCOCCOC(=O)C(C)Sc1n[nH]c(=O)[nH]c1=O (configuration not stated)	?	·
CCN1C(=O)C2(C(C(=O)c3ccc(C)o3)=C(O)C(=O)N2CCCN(C)C)c2ccccc21 (configuration not stated)	13%	5
CCCC(c1nnnn1CC(=O)OCC)N(Cc1cc2c(C)cc(C)cc2[nH]c1=O)C1CCCC1 (configuration not stated)	13%	-14
Cc1nn(CC(=O)Nc2nnc(CC(=O)N3CCCC3)s2)c(=O)c2ccccc12	-3%	4
CCCCN(C)CCCNC(=O)C1(O)c2ccccc2NC(=O)N1c1ccc(Cl)cc1 (configuration not stated)	0%	3
CC(=O)Nc1ccc(Nc2c([N+](=O)[O-])c(=O)n(-c3ccccc3)c3ccccc23)cc1	2%	13
O=C(N/N=C\c1ccc(Sc2ccccn2)o1)c1cccc(Br)c1	5%	0
O=C1C=C(NC(=O)Nc2ccc(Cl)c(Cl)c2)CCC1	?	·
CCCNC(=O)C1CN(S(=O)(=O)c2ccc(C)cc2)c2ccccc2O1 (configuration not stated)	23%	20
Cc1[nH]c2ccc(Br)cc2c(=S)c1C/C=C/Cl	8%	11
Cc1ccc2cc(C=C(C#N)C#N)c(N3CCCCC3)nc2c1	22%	-11
Cc1ccc(N2CCCn3c2cc(C)c(C#N)c3=O)cc1Cl	2%	0
Cc1nnc(NS(=O)(=O)c2ccc(Br)cc2)s1	i	26

Next entries follow:
SMILES	Lipid storage S3	Lipid storage S3 cell count max
Cc1nc2ccc(NC(=O)c3ccc(S(=O)(=O)N4CCOCC4)cc3)cc2s1	i	·
CCCCN(C)C(=O)c1cc2cc([N+](=O)[O-])cc(OC)c2oc1=O	?	·
Cc1cc(=O)[nH]c(Nc2c(C)n(C)n(-c3ccccc3)c2=O)n1	?	·
CCOC(=O)c1ccc(N=C2SC(C(=O)NCCc3ccccc3)CC(=O)N2C)cc1 (configuration not stated)	i	·
O=C(Cc1ccc(F)cc1)Nc1c2c(nn1-c1cccc(Cl)c1)CS(=O)C2 (configuration not stated)	20%	7
CC(C)N1C(=O)CCC1C(=O)N1CCC(Cc2ccccc2)CC1 (configuration not stated)	?	·
CCOc1ccc(CCNC(=O)COc2cccc(-n3cnnn3)c2)cc1OCC	?	·
Cc1cccc(N2CCN(S(=O)(=O)c3ccc4c(c3)n(C)c(=O)c(=O)n4C)CC2C)c1 (configuration not stated)	8%	-4
COC(=O)c1sccc1N/N=C/c1ccc(OC)c(OC)c1OC	?	·
CC(C)(C)c1ccc(CSc2nnc(-c3ccccn3)n2Cc2ccco2)cc1	?	·
Cc1cccc(NC(=O)CNC(=O)C23CC4CC(CC(Cl)(C4)C2)C3)n1	?	·

The list is partial; the hit share may differ from the screen's.
